a7 integrin act – activators of alpha7 integrin expression for muscular dystrophy; Potency, µM (titrated, usually from 38.3 µM), for inactives: top-dose activation, hits mostly activators; AID 624291; alpha7betagal myoblasts, beta-gal FDG fluorescence, 48 h; 0.064% of 350,000 active;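 further: potency means the concentration at half of the fitted maximal effect; 100% = response of the positive control SU9516; nearly all actives have a fitted effect of over 60% in size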
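Alpha7betagal+/- myoblasts (passage 13) were plated 16-24 hr, then exposed to compounds (1:260 dilution of DMSO stock) for 48 hours at 37C. After MPER lysis, β-galactosidase reporter activity was read as FDG fluorescence (ex 480/em 540) after 30 minutes.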
BRCA1 expr act – activators of BRCA1 expression; MCF7-BRCA1-FFLuc reporter, luminescence, 48 h; response scale: scaled: vehicle 0%, 10 µM genistein 100%; Potency, µM (highest dose often 46.1 µM), for inactives: at the top dose activation, most hits filed as activators; 1.1% of 380,000 active; further: potency means the concentration at half of the fitted maximal effect; nearly all actives have a fitted effect of over 80% in size; some results filed as inactive show a strong effect at the top dose
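Luminescence from a BRCA1-driven firefly luciferase in MCF7 cells was the read-out, taken 15 min after substrate addition following 48 h compound exposure at 37 °C. Data were normalized to a 10 microM genistein control and DMSO vehicle.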
TRPV1 agonist – human TRPV1 agonism; Q8NER1; TRPV1-expressing cells, Fluo-8 calcium influx, agonist mode; activation, % at 8.33 µM; 0.19% of 320,000 active; AID 540275; in the data active means activation above about 80%; inconclusive means between about 30% and that limit; further: 0% is about no effect
Target sequence (Q8NER1 whole entry, looked up): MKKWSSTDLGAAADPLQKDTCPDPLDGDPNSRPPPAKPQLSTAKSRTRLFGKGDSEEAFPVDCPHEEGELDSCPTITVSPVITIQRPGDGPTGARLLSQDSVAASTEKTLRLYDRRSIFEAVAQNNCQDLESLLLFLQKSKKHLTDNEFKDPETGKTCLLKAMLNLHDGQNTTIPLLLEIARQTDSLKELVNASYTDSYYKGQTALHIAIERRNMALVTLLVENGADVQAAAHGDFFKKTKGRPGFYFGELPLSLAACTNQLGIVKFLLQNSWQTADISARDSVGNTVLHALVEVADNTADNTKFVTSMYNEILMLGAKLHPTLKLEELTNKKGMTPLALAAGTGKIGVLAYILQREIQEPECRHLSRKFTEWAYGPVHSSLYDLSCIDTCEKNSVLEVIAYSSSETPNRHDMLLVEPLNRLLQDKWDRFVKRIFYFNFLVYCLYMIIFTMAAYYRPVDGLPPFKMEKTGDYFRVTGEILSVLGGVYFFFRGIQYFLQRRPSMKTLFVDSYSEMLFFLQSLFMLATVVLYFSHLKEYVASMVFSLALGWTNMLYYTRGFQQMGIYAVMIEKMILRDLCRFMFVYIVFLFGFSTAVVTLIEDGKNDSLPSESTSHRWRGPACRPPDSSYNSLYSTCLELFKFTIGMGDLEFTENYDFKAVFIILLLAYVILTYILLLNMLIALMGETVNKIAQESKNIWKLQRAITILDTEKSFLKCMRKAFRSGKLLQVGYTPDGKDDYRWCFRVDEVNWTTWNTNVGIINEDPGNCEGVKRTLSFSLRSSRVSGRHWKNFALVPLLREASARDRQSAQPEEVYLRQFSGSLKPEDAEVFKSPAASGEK
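Cells expressing TRPV1 were dye-loaded with Fluo-8 and read kinetically: 10 s baseline, 3 min after compound (agonist portion), then 2 min after EC20 capsaicin (allosteric enhancer portion). Calcium-bound dye fluorescence at 480/520 nm.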
Numbers without * were called inactive; u = inconclusive; x = no result given; & = joins results of further samples; [ ] = dose if it differs, or a comment. Unless noted, the call rests on the fitted dose curve; in most records, active means well fitted activation curve with a large enough effect; inconclusive means small, poorly fitted or top-dose-only effect; inactive means no such curve, though single readings can be large or run the other way. This is a subset. The share of hits here may be higher or lower than overall.

Under each structure: a7 integrin act | BRCA1 expr act | TRPV1 agonist
1) O=C(Cc1ccccc1)Nc1sc2c(c1C(=O)Nc1ccc(Br)cc1)CCCC2
    x | -11.9% | u
2) CCN(CC)c1ccc2cc(-c3nnc(Nc4ccc(C)cc4)s3)c(=O)oc2c1
    x | 4.0% | u
3) Cc1cccc(OCC(=O)Nc2nnc(S(=O)(=O)N3CCc4ccccc43)s2)c1
    x | -25.4% | -3.9
4) COc1ccc(NC(=O)C2CCN(S(=O)(=O)c3c(C)noc3/C=C/c3cccs3)CC2)cc1Cl
    x | 8.8% | 19.2
5) O=C(NCCc1nc2ccccc2n1CCCOc1ccc(Cl)cc1)C1CCCCC1
    x | -9.6% | 22.2
6) Cc1cccc(C)c1OCCCn1c(CCNC(=O)C2CCCCC2)nc2ccccc21
    x | -51.5%&-48.5% | u
7) Cc1cc(C)c(NC(=O)Cn2nnc(S(=O)(=O)c3ccc(C)c(C)c3)c2N)c(C)c1
    x | -5.3% | -0.2
8) CCOC(=O)c1ccccc1Nc1cc(C)nc2nc(-c3ccco3)nn12
    x | -33.8% | u
9) Cc1ccc(S(=O)(=O)Nc2cc(Br)cc3cccnc23)cc1
    x | -67.2% | 7.9
10) Cc1cccc(CNC(=O)Cc2csc3ccccc23)c1
    x | 85.7% | 1.7
11) COc1ccc(Cl)cc1NC(=O)c1c(NCc2sccc2C)sc2c1CCCC2
    x | -47.4% | 0.9
12) COc1ccc(/C=C(\C#N)c2nc(-c3cc4c(ccc5ccccc54)oc3=O)cs2)cc1O
    x | -9.1% | -2.9
13) CNc1oc(/C=C/c2cc(OC)c(OC)c(OC)c2)nc1C#N
    x | -9.3% | -0.6
14) COCCn1c(=O)[nH]c2cc(C(=O)NCc3ccccc3Cl)ccc2c1=O
    x | -4.6% | 0.9
15) CCOc1ccc(NC(=O)N(Cc2cn(CC)c3ccccc23)C2CCCCCC2)cc1
    x | -43.7% | 15.8
16) CN(Cc1ccccc1)c1nc(-c2ccc(F)cc2)cc(C(F)(F)F)n1
    x | -5.1% | 4.8
17) CC(=O)C1=C(O)C(=CC=Cc2ccccc2)OC1=O
    -14.9% | 37.2% | x
18) O=C(NCC(c1ccco1)N1CCCC1)c1cccc(S(=O)(=O)N2CCc3ccccc32)c1 (stereo not given)
    -9.1% | -40.8% | x
19) O=S1(=O)CC(c2ccccc2)=NN=C(c2ccccc2)C1
    -8.7% | u | x
20) CSc1ncccc1C(=O)N1CCCC(N2CCN(c3ccccc3C)CC2)C1 (stereo not given)
    -2.5% | -6.5% | x
21) COc1ccc(-c2ccc(CN3C(C(C)C)C(=O)N(Cc4cn(Cc5ccco5)nn4)CCS3(=O)=O)cc2)cc1OC (stereo not given)
    -0.6% | -35.7% | x
22) C[C@H](CO)N1C[C@H](C)[C@@H](CN(C)S(=O)(=O)c2ccc(C#N)cc2)OCc2cnnn2CCCC1=O
    10.3% | 16.3% | x
23) CC1=C(C(=O)N(C)C)CC(CC(=O)NCC2CCCCC2)C(=O)N1CCC1=CCCCC1 (stereo not given)
    -16.2% | 8.4% | x
24) O=[N+]([O-])c1cc2ncccc2c2ncccc12
    -10.5% | -24.6% | x
25) C[C@H](CO)N1C[C@H](C)[C@@H](CN(C)Cc2ccc(Cl)c(Cl)c2)OCCCC[C@H](C)Oc2ccc(NC(=O)CCC(F)(F)F)cc2C1=O
    -48.9%[inhibitor] | -54.6% | x
26) CC(C)(C)OC(=O)N1CCc2onc(-c3ccc(Cl)cc3)c2C1=O
    9.6% | 64.5% | x
27) CC(C)C1C(=O)N(Cc2cn(CCC3OCCO3)nn2)CCS(=O)(=O)N1Cc1ccc(-c2cccc(N(C)C)c2)cc1 (stereo not given)
    -6.2% | -11.1% | x
28) COc1ccc(/C(O)=C2/C(=O)C(=O)N(CCCN3CCOCC3)C2c2ccc(Cl)cc2)cc1 (stereo not given)
    -8.6% | -24.7% | x
29) O=C(Nc1ccccc1)c1nc[nH]c1C(=O)Nc1ccccc1F
    -10.6% | -34.0% | x
30) Cc1cc(C)c(C)c(S(=O)(=O)N2CCC(C(=O)NCc3cccs3)CC2)c1C
    21.5% | -25.6% | x

Profiles as entered above. Order of screens: a7 integrin act	BRCA1 expr act	TRPV1 agonist
CC(=O)C1=C(O)C(=CC=Cc2ccccc2)OC1=O is listed as -14.9%	37.2%	x
O=C(NCC(c1ccco1)N1CCCC1)c1cccc(S(=O)(=O)N2CCc3ccccc32)c1 (stereo not given) is listed as -9.1%	-40.8%	x
CC1=C(C(=O)N(C)C)CC(CC(=O)NCC2CCCCC2)C(=O)N1CCC1=CCCCC1 (stereo not given) is listed as -16.2%	8.4%	x
O=C(Nc1ccccc1)c1nc[nH]c1C(=O)Nc1ccccc1F is listed as -10.6%	-34.0%	x
C[C@H](CO)N1C[C@H](C)[C@@H](CN(C)S(=O)(=O)c2ccc(C#N)cc2)OCc2cnnn2CCCC1=O is listed as 10.3%	16.3%	x

Values in list order from the list.
Nos. 19–29 in a7 integrin act read -8.7%, -2.5%, -0.6%, 10.3%, -16.2%, -10.5%, -48.9%[inhibitor], 9.6%, -6.2%, -8.6%, -10.6%

(list continues)
Under each structure: a7 integrin act | BRCA1 expr act | TRPV1 agonist
31) Cc1ccc(S(=O)(=O)N2C[C@H]3[C@H]4C(=O)N(c5ccccc5)C(=O)[C@H]4C[C@H](OC(=O)NC4CC4)[C@@]3(O)C2)cc1
    13.8% | 5.5% | x
32) CCCNC(=O)c1cc(S(=O)(=O)N2CCC3(CC2)OCCO3)ccc1F
    -13.9% | -7.2% | x
33) CC(=O)Nc1ccc2c(=O)n(-c3ccccc3)sc2c1
    -52.7%[inhibitor] | 47.0% | x
34) O=C(NCc1ccccc1F)c1ccc(S(=O)(=O)N2CCCC2)cc1
    -5.9% | -5.3% | x
35) COc1cccc(NC(=O)N(C)C[C@H]2Oc3cc(Br)ccc3S(=O)(=O)N([C@H](C)CO)C[C@H]2C)c1
    15.4% | -24.5% | x
36) COc1ccc(C=NCCc2ccc(OC)c(OC)c2)cc1OC
    4.3% | 1.4% | x
37) O=C(N/N=C/c1c(O)ccc2ccccc12)C(=O)N1CCCC1
    -48.0%[inhibitor] | -58.2% | x
38) Cc1cccc(CSCC(=O)N2CCN(S(=O)(=O)c3ccccc3C#N)CC2)c1
    -18.2% | -0.5% | x
39) C[C@H](CO)N1C[C@H](C)[C@H](CN(C)C(=O)Cc2ccccc2)OCc2cnnn2CCCC1=O
    -5.5% | u | x
40) CCCCN1C(=O)C(CC(=O)NCc2ccco2)CC(C(=O)N(C)C)=C1C (stereo not given)
    -20.3% | 6.9% | x
41) O=C(O)CCC(C(=O)O)N1C(=O)C2C3CCC(C3)C2C1=O (stereo not given)
    5.5% | 3.4% | x
42) CCCn1c(=S)[nH]c2cc(C(=O)NCc3ccccc3OC)ccc2c1=O
    10.5% | -1.3% | x
43) CC(C)C[C@H](NC(=O)c1[nH]cnc1C(=O)Nc1ccccc1F)C(=O)OC(C)(C)C
    -65.4%[inhibitor] | -67.5% | x
44) CC(Sc1nc(-c2ccccc2)c(-c2ccccc2)[nH]1)C(=O)NCC1CCCO1 (stereo not given)
    -6.5% | -28.3% | x
45) CCN(CC(=O)Nc1cccc(OC)c1)C(=O)C1CC(=O)N(Cc2ccccc2Cl)C1 (stereo not given)
    3.1% | -2.7% | x

Reformatted with one line to a screen: entries from further up
38	Cc1cccc(CSCC(=O)N2CCN(S(=O)(=O)c3ccccc3C#N)CC2)c1
35	COc1cccc(NC(=O)N(C)C[C@H]2Oc3cc(Br)ccc3S(=O)(=O)N([C@H](C)CO)C[C@H]2C)c1
36	COc1ccc(C=NCCc2ccc(OC)c(OC)c2)cc1OC
screen / no.	38	35	36
a7 integrin act	-18.2%	15.4%	4.3%
BRCA1 expr act	-0.5%	-24.5%	1.4%
TRPV1 agonist	x	x	x

Following part
Under each structure: a7 integrin act | BRCA1 expr act | TRPV1 agonist
46) CC1=C(C(=O)N2CCOCC2)CC(CC(=O)NC2CCCCC2)C(=O)N1Cc1ccc(F)cc1 (stereo not given)
    -24.4% | -1.9% | x
47) CC(=Nc1ccccc1)C1=C(O)C(Cc2cccc(F)c2)NC1=O (stereo not given)
    -39.8% | 6.6% | x
48) CCCCCCC1CC(=CN(C)C)C(=O)O1 (stereo not given)
    -20.2% | -11.4% | x
49) CN(C(=O)Nc1ccc(F)cc1)[C@H]1C[C@H]2c3[nH]c4ccccc4c3CCN2C(=O)[C@H]1CO
    -17.8% | 23.1% | x
50) Cc1ccc([C@H]2C[C@@H](n3cc(C4CC4)nn3)[C@H](O)CN2Cc2cccs2)cc1
    -3.7% | 6.6% | x
51) O=C(CSc1nnc(C2CC2)n1C1CC1)N1CCN(c2ccc(O)cc2)CC1
    -9.3% | -5.1% | x
52) CCCCCCN1C[C@H](O)[C@@H](n2cc(-c3ccc(F)cc3)nn2)C[C@@H]1c1ccc(C)cc1
    19.0% | -8.8% | x
53) O=C(NCCc1ccccc1)c1ccc(S(=O)(=O)N2CCCCC2)cc1
    -15.3% | 22.9% | x
54) O=C(CN1CCN(C(=O)c2cc(C3CC3)nn2-c2ccccc2)CC1)Nc1ccc(F)cc1
    -4.5% | -9.8% | x
55) CC1=C(C(=O)N(C(C)C)C(C)C)CC(CC(=O)NC2CCCCC2)C(=O)N1Cc1ccccc1 (stereo not given)
    19.3% | -12.8% | x
56) COc1cc(C=NNC(=S)Nc2ccc(S(=O)(=O)N3CCCCC3)cc2)cc(OC)c1OC
    9.7% | 2.8% | x
57) Cc1ccc(-c2ccc(CN3C(CC(C)C)C(=O)N(Cc4cn(CC5CCCCC5)nn4)CCS3(=O)=O)cc2)cc1 (stereo not given)
    -15.5% | -14.0% | x
58) C1=C\CCC2(OCCO2)C2(CC/1)OCCO2
    -7.0% | 7.3% | x
59) O=C(COc1ccc2ccc(=O)oc2c1)NCCN1CCOCC1
    21.8% | 0.8% | x
60) COc1ccc(CC(=O)OCC(=O)Nc2ccc3[nH]c(=O)[nH]c3c2)cc1OC
    17.1% | 1.4% | x
61) O=C(N=C1SC2CS(=O)(=O)CC2N1Cc1ccccc1)c1ccccc1 (stereo not given)
    -11.0% | 1.3% | x
62) C[C@@H]1CN([C@H](C)CO)S(=O)(=O)c2ccc(Br)cc2O[C@H]1CN(C)C(=O)Nc1ccc(F)cc1
    -7.1% | 2.9% | x
63) CCCCCCN1C[C@@H](n2cc(C3CC3)nn2)[C@H](O)C[C@@H]1c1ccccc1
    7.9% | 0.8% | x
64) O=c1cc(-c2ccccc2)nc2c(Cl)cc(Cl)cn12
    -18.4% | -61.7% | x
65) COc1cccc(C#Cc2ccc3c(c2)O[C@H](CN(C)S(=O)(=O)c2ccccc2F)[C@H](C)CN([C@H](C)CO)S3(=O)=O)c1
    -2.9% | -23.6% | x
66) O=C(NCC(=O)N1CCN(C(c2ccccc2)c2ccccc2)CC1)c1ccccc1Br
    22.8% | -39.3% | x
67) COc1ccc(CN(C)C(=O)c2ccc(OCC(=O)Nc3cccc(C(F)(F)F)c3)c(OC)c2)cc1
    -37.8% | -34.6% | x
68) O=C(c1ccoc1)N1CCN(c2cc(-c3ccccc3)nc3cc(-c4ccc(Br)cc4)nn23)CC1
    18.3% | 0.0% | x
69) Cc1noc(C)c1NC(=O)Nc1ccc2c(c1)C(=O)N([C@H](C)CO)C[C@H](C)[C@H](CN(C)C(=O)NC1CCCCC1)OCCCC[C@@H](C)O2
    10.7% | 6.1% | x
70) COc1ccccc1Nc1cc(C)nc2c(C)cccc12
    -12.6% | -33.0% | x
71) CC(C)(C)c1ccc(OCCCC(=O)Nc2nnc(C3CC3)s2)cc1
    6.4% | 55.3% | x
72) O=C(C[C@H]1C[C@@H]2c3cc(NC(=O)c4ccc5c(c4)OCO5)ccc3O[C@@H]2[C@H](CO)O1)NCc1cc(F)ccc1F
    -12.4% | -14.9% | x
73) COc1ccc(C(C)=NOC(=O)c2c(-c3ccccc3Cl)noc2C)cc1CN1CCOCC1
    0.0% | -19.6% | x

Bioassay records from PubChem.
